Vif-APOBEC3G blk: Vif-A3G binding inhibition. Q9HC16. HeLa A3G-eYFP + Vif (tagged APOBEC3G with the HIV-1 protein that degrades it), YFP fluorescence, overnight. Potency, µM (doses to about 46.1 µM), for the others: top-dose activity, negative = active, actives largely listed as inhibitors. hit rate 0.076% among 410,000. AID 602310;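 note: potency is the fitted concentration of half-maximal effect; % is set by controls: 0 for no effect and ±100 for the full control effect; nearly all actives have a fitted effect of over 60% in size; hits raise eYFP signal because A3G escapes Vif-driven loss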
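HeLa cells stably expressing Vif and C-terminally eYFP-tagged A3G, seeded overnight at 37 deg C, then exposed to compound by pintool overnight at 37 deg C. Rise in yellow fluorescence (Ex 488/Em 500-530, Acumen) marks blocked Vif-driven A3G degradation.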
TrxR1 substrate: rat thioredoxin reductase 1 substrate activity; hit rate 0.01% among 390,000; Potency, µM (doses to about 114 µM), for inactives: at the top dose activity change, negative = substrate turnover; O89049; AID 588456; purified TrxR1 substrate turnover, NADPH consumption readout; note: potency is the fitted concentration of half-maximal effect; % is set by controls: 0 for no effect and ±100 for the full control effect; nearly all actives have a fitted effect of over 50% in size
Target sequence (O89049 whole entry, looked up): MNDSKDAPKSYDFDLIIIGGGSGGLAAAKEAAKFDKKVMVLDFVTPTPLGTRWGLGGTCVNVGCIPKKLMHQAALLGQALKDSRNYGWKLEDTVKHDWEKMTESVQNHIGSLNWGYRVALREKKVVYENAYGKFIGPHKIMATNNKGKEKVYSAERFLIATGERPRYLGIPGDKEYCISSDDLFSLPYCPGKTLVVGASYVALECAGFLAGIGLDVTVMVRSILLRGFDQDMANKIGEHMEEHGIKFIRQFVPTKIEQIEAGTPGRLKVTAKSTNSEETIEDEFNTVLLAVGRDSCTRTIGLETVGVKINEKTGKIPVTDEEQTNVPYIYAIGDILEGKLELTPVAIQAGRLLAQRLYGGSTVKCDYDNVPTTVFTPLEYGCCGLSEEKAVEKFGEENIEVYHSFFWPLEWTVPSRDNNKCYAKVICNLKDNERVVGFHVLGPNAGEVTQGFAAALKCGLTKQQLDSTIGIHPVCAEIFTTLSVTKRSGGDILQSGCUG
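Rat TrxR1, dispensed at 90 nM, was prereduced with 400 uM NADPH (final) for 5 min at ~22 deg C, then incubated with compound 15 min before 400 uM selenite. A first-read NADPH fluorescence drop versus no-compound background flagged substrates.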
Vif-A3F inh: Vif-A3F binding inhibition; HeLa A3F-eYFP + Vif (tagged APOBEC3F with the HIV-1 protein that degrades it), YFP fluorescence increase; AID 602313; Potency, µM (series often up to 46.1 µM), for the others: at the top dose activity, negative = active; hit rate 0.2% among 390,000; note: potency is the fitted concentration of half-maximal effect; % of control where 0% means no effect; nearly all actives have a fitted effect of over 65% in size
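HeLa cells stably expressing A3F-eYFP plus Vif, plated and incubated overnight at 37 deg C, then exposed to compounds overnight at 37 deg C. Blocked degradation read as raised yellow fluorescence (Ex 488/Em 500-530).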
LDHA inh: blocks human lactate dehydrogenase A. P00338. purified LDHA, NADH/diaphorase-resazurin fluorescence; stronger effect = lower value. activity change, % (values are at about 110 or 230 µM). hit rate 0.15% among 480,000; in the data active = activity change below about -30%; inconclusive = mostly about -25% to -30%;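 note: plate controls were DMSO wells for no effect and wells without enzyme for full effect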
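Resorufin fluorescence (ex540/em590), read at 0 and 20 min after diaphorase/resazurin addition, reports the NADH left after a 5 min room-temperature reaction of 2 nM human LDH5 with 0.06 mM NADH and 0.2 mM pyruvate.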
mIDH1 inhibitor: blocks human mutant IDH1 R132H enzyme; IDH1-R132H enzyme, NADPH consumption, diaphorase/resazurin fluorescence; Potency, µM (series often up to 76.6 µM), inactives show top-dose activity change, negative = inhibition, hits mostly inhibitors; O75874; hit rate 0.093% among 390,000; note: potency is the fitted concentration of half-maximal effect; % is set by controls: 0 for no effect and ±100 for the full control effect; nearly all actives have a fitted effect of over 65% in size
Target sequence (O75874 whole entry R132H, stated change not applied): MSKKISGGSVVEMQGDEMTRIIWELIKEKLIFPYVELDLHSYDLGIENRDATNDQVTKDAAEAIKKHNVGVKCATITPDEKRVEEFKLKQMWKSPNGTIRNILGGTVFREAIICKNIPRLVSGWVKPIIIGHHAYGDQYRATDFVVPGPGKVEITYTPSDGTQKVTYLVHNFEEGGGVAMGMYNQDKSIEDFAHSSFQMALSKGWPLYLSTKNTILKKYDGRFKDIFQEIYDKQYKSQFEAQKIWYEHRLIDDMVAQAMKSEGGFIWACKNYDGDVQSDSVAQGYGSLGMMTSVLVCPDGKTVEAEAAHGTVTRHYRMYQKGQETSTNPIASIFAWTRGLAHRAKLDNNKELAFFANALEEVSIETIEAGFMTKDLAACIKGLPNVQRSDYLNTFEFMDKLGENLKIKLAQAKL
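IDH1-R132H (0.5 ug/mL) preincubated 30 min with compound, then NADPH (0.016 mM) and alpha-KG (2 mM) added; 80 min at RT, pH 7.5. Remaining NADPH coupled via diaphorase/resazurin to fluorescence (540/590 nm); concentration-response curves normalized to no-enzyme control.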
USP1 inh: blocks the human USP1/UAF1 deubiquitinase complex. hit rate 0.23% among 390,000. Potency, µM (titrated, usually from 57.1 µM), without a hit: at the highest dose activity change, negative = inhibition, actives largely listed as inhibitors. O94782. recombinant USP1/UAF1, Ub-Rhodamine cleavage fluorescence; note: potency is the fitted concentration of half-maximal effect; % is set by controls: 0 for no effect and ±100 for the full control effect; nearly all actives have a fitted effect of over 60% in size; inactives centre near -12
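High-throughput fluorogenic screen: 1nM USP1/UAF1 complex, Ub-Rho substrate 150nM final, 50mM HEPES pH 7.8 with 0.5mM EDTA, 0.1 mg/ml BSA, 1mM TCEP and 0.01% Tween-20.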
TrxR1 inh: rat TrxR1 inhibition; O89049; recombinant rTrxR1, NADPH fluorescence consumption, selenite substrate; Potency, µM (top dose mostly 114 µM), for the others: at the top dose activity change, negative = inhibition, hits mostly inhibitors; hit rate 1% among 390,000; AID 588453; note: potency is the fitted concentration of half-maximal effect; % is set by controls: 0 for no effect and ±100 for the full control effect; nearly all actives have a fitted effect of over 65% in size
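Rat TrxR1 (90 nM in the dispensed reagent) was pre-reduced with 400 uM NADPH for 5 min at room temperature, then incubated with compound for 15 min. After 400 uM selenite was added, NADPH fluorescence (Ex 340/Em 450 nm) was followed for 8 min.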
RGS4 inh: human RGS4 inhibition; AID 504845; Transcreener GDP fluorescence polarization, RGS4-accelerated GTP hydrolysis; P49798; hit rate 0.039% among 390,000; Potency, µM (doses to about 114 µM), inactives show at the highest dose activity change, negative = inhibition, most hits filed as inhibitors; note: potency is the fitted concentration of half-maximal effect; % is set by controls: 0 for no effect and ±100 for the full control effect; nearly all actives have a fitted effect of over 75% in size; some results filed as inactive show a strong effect at the top dose
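MLSMR compounds (23 nl, pin-transferred) preincubated 10 min at room temperature with a 500nM (2x) first reagent, then RGS4 at 900nM (2x) plus Transcreener GDP mix added; fluorescence polarization (620/688 nm) read before and after 90 min at 30 °C.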
Glioma ERSR ind: inducers of ER stress response in human glioma cells; U87-MG GRP78 promoter luciferase reporter, 16 h; Potency, µM, for inactives: top-dose activation, hits mostly activators; hit rate 0.02% among 420,000; AID 602332; note: potency is the fitted concentration of half-maximal effect; series mostly up to about 76 µM; % of control where 0% means no effect; nearly all actives have a fitted effect of over 35% in size
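ERSR induction read as luciferase luminescence (Bright-Glo, 10 min at room temperature) in stably transfected human U87-MG glioma cells exposed to compounds for 16 h, using GRP78 as sensor.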
An asterisk follows results filed as active; ? = inconclusive; nt = no result given; & = joins results of further samples; [ ] = remark or other dose. Unless noted, calls come from the whole dose curve; as a rule, active = well fitted curve in the direction sought with a large enough effect; inconclusive = small, poorly fitted or top-dose-only effect, or another doubt; inactive = no such curve, though single readings can be large; an effect the other way counts as inactive or inconclusive.

SMILES	Vif-APOBEC3G blk	TrxR1 substrate	Vif-A3F inh	LDHA inh	mIDH1 inhibitor	USP1 inh	TrxR1 inh	RGS4 inh	Glioma ERSR ind
CC(C)C(NC(=O)c1ccccc1)c1nnc(SCC(=O)NC2CCCC2)n1C (stereo unspecified)	-1.1%	-8.9%[57.1 µM]	1.0%	-6.4	4.8%	-4.3%	-16.0%[57.1 µM]	14.2%	0.4%
O=C(Cn1ccc(C(F)(F)F)n1)N/N=C/c1cccs1	0.3%	-6.0%	-11.3%	-6.7	0.7%	-9.5%	-3.5%	-2.8%	-3.2%
Cn1nc(C(F)(F)F)c2cc(NC(=O)OCc3ccc(C(C)(C)C)cc3)sc21	1.5%	14.3%[57.1 µM]	-5.1%	-0.7	3.4%	-2.3%	55.5%[57.1 µM]	-16.2%	-6.3%
CC1=NOC(=O)/C1=C/c1ccc(O)cc1	-9.8%	0.6%[57.1 µM]	-3.0%	-2.4	-3.5%	-18.1%	?	-47.0%	-1.0%
O=C(c1ccco1)N1CCN(c2cc(=O)n(-c3ccc(Cl)cc3)c(=O)[nH]2)CC1	-3.3%	2.6%	-4.5%	-14.3	-11.8%	-12.5%	?	-12.9%	-1.7%
COc1ccc(Cn2cnc3c(N)c(C)c(C)cc32)cc1	0.2%	-6.5%	12.9%	7.8	12.0%	-8.3%	14.6%[57.1 µM]	-10.5%	5.9%
CSc1ccc(CCNC(=O)C(C)n2nc(C)c3c(C)n(-c4ccccc4)nc3c2=O)cc1 (stereo unspecified)	-3.2%	2.0%	3.4%	-0.6	-8.8%	-13.5%	26.6%	-6.4%	-3.3%
O=C1CC(NN2CCCCC2)C(=O)N1c1ccccc1 (stereo unspecified)	0.7%	6.0%[57.1 µM]	2.2%	-2.4	3.1%	-12.1%	2.1%[57.1 µM]	-3.9%	5.5%
CC(=O)Nc1cccc(OCC(=O)NC(C)C(C)C)c1 (stereo unspecified)	3.0%	-8.2%	3.4%	-0.1	0.5%	-6.7%	-14.7%	25.7%	-2.9%
CN(CC(=O)Nc1ccc(F)c(F)c1F)C(=O)Cc1ccc(S(=O)(=O)N2CCOCC2)s1	2.6%	7.2%	-2.3%	2.0	4.0%	-15.3%	22.4%	-14.6%	-2.3%
CCCCc1cc(=O)oc2cc(O)cc(O)c12	-11.9%	30.0%[activator][57.1 µM]	-20.1%	22.2	0.0%	-19.0%	-23.8%[57.1 µM]	-16.4%	6.8%
O=C(COc1ccc(Br)cc1Cl)NC(=S)N1CCc2ccccc21	-4.9%	-3.6%	1.9%	-5.3	-3.7%	-20.9%	-24.6%	-21.5%	2.4%
O=C(COC(=O)c1cncc(Br)c1)NC1CCCCCC1	-5.0%	-0.9%	?	-1.3	2.4%	-32.1%	-3.1%	-14.5%	-1.6%
COc1cc(C(=O)NCC(=O)N/N=C/c2cccs2)cc(OC)c1OC	-9.6%	-3.7%	0.1%	-3.1	-18.7%	-20.3%	6.3%	21.7%	-3.3%
CCCC1CCC(c2ccc(C(N)=O)cc2)CC1 (stereo unspecified)	-4.9%	-6.6%	nt	-3.0	0.8%	1.5%	5.1%	25.5%	-18.5%
CC(NC(=O)CCNC(=O)c1ccc(Br)cc1)c1ccc(-n2ccnc2)cc1 (stereo unspecified)	2.9%	1.8%	6.2%	-4.7	0.7%	-8.5%	0.2%	-0.4%	-4.2%
COCCNC(=O)C1CCC(CNS(=O)(=O)c2ccccc2)CC1 (stereo unspecified)	1.8%	2.7%	-0.9%	-1.0	7.0%	-19.2%	6.2%	-16.7%	-1.6%
Cc1ccccc1Nc1ncccc1C(=O)N1CCOCC1	2.0%	-6.9%	3.7%	-0.8	-2.1%	-17.2%	-6.8%	-8.3%	-3.5%
COc1ccc(Cc2nc(-c3ccccn3)no2)cc1	1.9%	1.8%	0.0%	-8.9	1.5%	-17.1%	5.2%	-16.1%	-1.9%
CCN1C(=O)[C@@H]2[C@H](C1=O)[C@@H]1C(=O)Nc3ccccc3C(=O)N1[C@@H]2c1ccc(Br)cc1	1.3%	9.8%[57.1 µM]	-1.3%	-8.7	-6.8%	-22.9%	19.5%[57.1 µM]	8.7%	3.1%
CCCCN(C)C1=Nc2cccc3cccc1c23	-1.2%	15.0%[57.1 µM]	5.2%	-10.5	-2.7%	-6.6%	7.0%[57.1 µM]	6.2%	-4.5%
CC(=O)CC(=O)Nc1ccc2ccccc2c1	-2.3%	3.7%[57.1 µM]	6.6%	2.9	1.8%	-15.9%	-49.8%	-10.0%	-4.5%
Cc1ccc(-c2cc(C(=O)N3CCN(C4CCS(=O)(=O)C4)CC3)c3ccccc3n2)cc1 (stereo unspecified)	-3.2%	31.3%[activator]	4.9%	-2.2	-4.1%	-14.2%	2.9%	2.8%	?
CCOc1ccccc1CNC(=O)CCNS(=O)(=O)c1ccc2[nH]c(=O)oc2c1	1.9%	1.3%	-5.7%	-2.5	-2.5%	-12.9%	12.5%	9.2%	1.6%

Shown with values under each structure: 2 of the compounds above.
The line under a structure holds: Vif-APOBEC3G blk	TrxR1 substrate	Vif-A3F inh	LDHA inh	mIDH1 inhibitor	USP1 inh	TrxR1 inh	RGS4 inh	Glioma ERSR ind
- COCCNC(=O)C1CCC(CNS(=O)(=O)c2ccccc2)CC1 (stereo unspecified)
→ 1.8%	2.7%	-0.9%	-1.0	7.0%	-19.2%	6.2%	-16.7%	-1.6%
- O=C(COC(=O)c1cncc(Br)c1)NC1CCCCCC1
→ -5.0%	-0.9%	?	-1.3	2.4%	-32.1%	-3.1%	-14.5%	-1.6%

Additional compounds.
SMILES	Vif-APOBEC3G blk	TrxR1 substrate	Vif-A3F inh	LDHA inh	mIDH1 inhibitor	USP1 inh	TrxR1 inh	RGS4 inh	Glioma ERSR ind
Nc1c(C(=O)Nc2cccc(F)c2)nnn1-c1cccc(C(F)(F)F)c1	0.1%&1.9%	-11.8%&-2.1%[57.1 µM]	-1.4%&3.2%	0.2&-6.7	-0.4%&-8.3%	-4.8%&-15.3%	22.1%&11.9%[57.1 µM]	-3.1%&10.7%	1.8%&-0.4%
Cc1ccc(S(=O)(=O)N2CCOCC2)cc1C(=O)N1CCC(Cc2ccccc2)CC1	4.0%	-0.7%	3.4%	-9.7	-0.2%	-24.2%	7.3%	-5.0%	-1.8%
Cc1ccc(Cn2c(=O)n(Cc3ccccc3Cl)c(=O)c3ccccc32)cc1	3.3%	11.2%[2.29 µM]	-0.5%	-7.7	-15.0%	-11.0%	25.8%	16.4%	-3.1%
Cc1cc(C)cc(NC(=S)N2CCC(NC(=O)C3CCCCC3)CC2)c1	0.4%	2.1%[57.1 µM]	1.7%	-16.6	-0.2%	?	20.5%[57.1 µM]	9.2%	2.4%
Cc1cccc(OCC(=O)Nc2ccc3nc(Nc4cccc(C(F)(F)F)c4)cc(C)c3c2)c1	-6.8%	45.7%[activator]	-11.6%	-4.0	3.0%	-14.3%	-6.0%	25.5%	-3.7%
O=C(O)c1cc(Cl)ccc1OS(=O)(=O)c1ccc(Cl)s1	-0.8%	4.5%[57.1 µM]	-4.2%	-10.3	0.0%	-9.5%	0.4%[57.1 µM]	19.6%	-3.8%
Cc1ccc(S(=O)(=O)N2CC(C)N(C(=O)N3CCOCC3)C2)cc1 (stereo unspecified)	-0.3%	-6.0%	9.1%	-3.4	2.3%	-2.8%	18.9%[57.1 µM]	-7.4%	0.6%
CCOC(=O)C1CCCN(C(=S)Nc2cccc(Cl)c2C)C1 (stereo unspecified)	-3.6%	6.4%[57.1 µM]	1.4%	-12.0	2.3%	-10.1%	7.6%[57.1 µM]	12.6%	-0.9%
CS(=O)(=O)Nc1ccccc1C(=O)OCc1cc(=O)n2nc(C3CCCCC3)sc2n1	-6.3%	-5.3%[57.1 µM]	4.9%	-7.4	?	-22.3%	2.6%[57.1 µM]	-52.8%	-2.1%
CCCCc1ccc(-n2nc3ccc(NC(=O)c4cc5ccccc5o4)cc3n2)cc1	?	3.8%	1.2%	-4.2	3.8%	-16.2%	14.0%	-10.5%	-9.5%
O=C(Cc1nnc(NC(=O)Nc2ccc(F)cc2)s1)Nc1ccccc1	0.7%	-1.0%	-4.6%	-2.1	0.8%	-23.1%	13.9%	6.9%	-1.8%
Cc1nn(C)c(C(=O)N/N=C/c2cccnc2)c1Br	-0.6%	5.0%	0.7%	0.3	0.0%	-26.8%	28.2%	-22.8%	-0.3%
Cc1cc(=O)n2nc(N3CCC(C(=O)NCc4ccc(Cl)cc4)CC3)sc2n1	1.6%&0.8%	-4.6%&-1.0%	-3.2%&0.1%	-4.6&-1.7	-6.0%&0.0%	-10.7%&-28.3%	14.1%&6.0%	10.6%&-9.0%	-4.9%&0.4%
CCN(C(=O)COC(=O)c1cnc(C)cn1)c1c(N)n(Cc2ccccc2)c(=O)[nH]c1=O	1.2%	7.1%	6.8%	1.1	-14.2%	-19.2%	13.4%	1.1%	-2.6%
COc1ccc(C(=O)C2CCCCC2=O)cc1 (stereo unspecified)	3.0%	-3.8%	4.6%	-5.6	12.6%	-8.4%	-7.7%	20.5%	-5.6%
CCNC(=O)N1c2ccc(OCC)cc2C(C)=CC1(C)C	2.1%	17.3%	-4.9%	17.5	3.2%	-5.4%	-23.6%	-40.6%	0.0%

An excerpt. The share of hits here may be higher or lower than overall.
